# APEX1 inh – blocks human APE1 abasic DNA cleavage; actives 0.35% (n = 350,000); AID 2517; recombinant APE1, TAMRA/BHQ-2 abasic DNA cleavage fluorescence; Potency, µM (titrated, usually from 65.8 µM), for the others: top-dose activity change, negative = inhibition, hits mostly inhibitors; P27695;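 further: potency means the concentration at half of the fitted maximal effect; plate controls were vehicle for no effect and reference inhibitor for full effect; nearly all actives have a fitted effect of over 55% in size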
#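 Measures dequenching upon AP-site incision of a 5'-TAMRA/3'-BHQ-2 THF-containing duplex, 50 nM; human APE1 0.75 nM after 15 min room-temperature exposure to compound; kinetic three-point read at one-minute spacing.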
# LDHA block – LDHA (human) enzyme inhibition; activity change, % (values are at about 110 or 230 µM); P00338; purified LDHA, NADH/diaphorase-resazurin fluorescence; active compounds read low; actives 0.15% (n = 480,000); in the data active means activity change below about -30%; inconclusive means mostly about -25% to -30%;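 further: plate controls were DMSO wells for no effect and wells without enzyme for full effect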
#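 Remaining NADH was detected by diaphorase (0.133 mg/mL) converting 37 µM resazurin to fluorescent resorufin, read at 0 and 20 minutes. The preceding 5-minute room-temperature reaction used 2 nM LDHA, 0.2 mM sodium pyruvate and 0.06 mM NADH at pH 7.4.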
# POLB inh – DNA polymerase beta (human) inhibition | AID 485314 | Pol beta primer extension/strand displacement, fluorescence kinetic | actives 1.3% (n = 340,000) | Potency, µM (highest dose often 114 µM), inactives show top-dose activity change, negative = inhibition, actives largely listed as inhibitors | P06746; further: potency means the concentration at half of the fitted maximal effect; on the % scale 0 is the no-effect control and ±100 the full control effect
#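 Homogeneous kinetic assay of primer extension and strand displacement by 10 nM Pol beta, preincubated 15 min at room temperature with compound before 50 nM substrate (final) was added. Read at 0 and 10 min; four-parameter Hill fit.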
# Apoferritin bind – candidate novel general anesthetic via apoferritin binding; P02791; Potency, µM (highest dose often 77.5 µM), for the others: at the highest dose activity change, negative = displacement, actives largely listed as inhibitors; actives 0.074% (n = 350,000); apoferritin/1-aminoanthracene competitive binding, fluorescence; further: potency means the concentration at half of the fitted maximal effect; on the % scale 0 is the no-effect control and ±100 the full control effect; nearly all actives have a fitted effect of over 20% in size
# Target sequence (P02791 2-175 limits assumed): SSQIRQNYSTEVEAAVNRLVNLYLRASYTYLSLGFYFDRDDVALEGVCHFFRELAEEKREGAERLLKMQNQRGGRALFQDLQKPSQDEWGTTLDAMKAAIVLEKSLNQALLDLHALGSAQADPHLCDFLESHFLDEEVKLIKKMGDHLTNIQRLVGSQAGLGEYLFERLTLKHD
#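 Read-out: endpoint 1-AMA fluorescence, excitation 380 nm and emission 535 nm, after compounds sit 10 min at room temperature with 10 uM horse-spleen apoferritin in 50% saturated 1-AMA/PBS. Values come from four-parameter Hill fits.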
# 12-LOX inh – ALOX12 (human) lipoxygenase inhibition; Potency, µM (titrated, usually from 108 µM), without a hit: top-dose activity change, negative = inhibition, most hits filed as inhibitors; purified 12hLO, xylenol orange hydroperoxide absorbance; AID 1671190; actives 1.1% (n = 580,000); further: potency means the concentration at half of the fitted maximal effect; on the % scale 0 is the no-effect control and ±100 the full control effect
#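 Purified human 12hLO (150 nM final) in 25 mM Hepes, 0.01% Triton X-100, pH 7.0 was preincubated 15 min at room temperature with compound. Then 40 uM arachidonic acid was added, 30 min. Hydroperoxide was read by Fe-XO absorbance ratio 573/405 nm.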
# POLK inh – blocks human DNA polymerase kappa activity. Q9UBT6. purified Pol kappa, fluorescent DNA synthesis assay, 10 min. AID 588579. actives 0.53% (n = 400,000). Potency, µM (series often up to 107 µM), inactives show at the top dose activity, negative = inhibition, most hits filed as inhibitors; further: potency means the concentration at half of the fitted maximal effect; on the % scale 0 is the no-effect control and ±100 the full control effect
# Target sequence (Q9UBT6 whole entry, looked up): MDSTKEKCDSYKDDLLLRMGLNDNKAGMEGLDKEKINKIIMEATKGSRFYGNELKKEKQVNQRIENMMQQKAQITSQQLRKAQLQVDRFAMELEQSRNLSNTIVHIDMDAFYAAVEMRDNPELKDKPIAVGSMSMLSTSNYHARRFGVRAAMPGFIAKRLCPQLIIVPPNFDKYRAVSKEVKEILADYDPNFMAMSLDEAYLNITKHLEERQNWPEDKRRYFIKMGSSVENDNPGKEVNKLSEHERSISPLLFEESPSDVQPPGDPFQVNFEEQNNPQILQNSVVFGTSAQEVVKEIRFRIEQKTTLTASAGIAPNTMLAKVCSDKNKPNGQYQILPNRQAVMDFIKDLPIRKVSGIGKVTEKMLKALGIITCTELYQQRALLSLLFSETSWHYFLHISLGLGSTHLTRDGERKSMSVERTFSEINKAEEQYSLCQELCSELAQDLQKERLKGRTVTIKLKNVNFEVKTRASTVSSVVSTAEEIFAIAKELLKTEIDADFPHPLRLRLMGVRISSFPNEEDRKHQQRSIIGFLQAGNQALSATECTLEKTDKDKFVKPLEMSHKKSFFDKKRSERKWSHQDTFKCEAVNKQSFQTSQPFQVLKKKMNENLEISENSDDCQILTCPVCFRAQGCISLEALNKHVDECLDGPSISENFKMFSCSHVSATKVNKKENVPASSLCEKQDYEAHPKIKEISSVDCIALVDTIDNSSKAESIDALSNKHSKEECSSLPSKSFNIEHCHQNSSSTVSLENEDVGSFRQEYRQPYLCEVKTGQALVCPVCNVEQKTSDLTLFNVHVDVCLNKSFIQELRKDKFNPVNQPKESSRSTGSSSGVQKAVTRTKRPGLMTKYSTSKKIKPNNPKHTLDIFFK
#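 Fluorescent qHTS in 1536-well format: enzyme (10 nM) and compound sat 15 min at room temperature before 50 nM substrate (final) was added. Signal taken at 0 and 10 min; no-enzyme buffer wells were negative controls.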
# ERG Ets-DNA blk – blocks human ERG Ets domain binding to DNA. P11308. fluorescence polarization, His-ERG Ets domain / labelled DNA. Potency, µM (titrated, usually from 76.9 µM), for inactives: at the highest dose FP activity, negative = inhibition, actives largely listed as inhibitors. actives 0.028% (n = 370,000); active means well fitted inhibition curve with a large enough effect in the polarisation, with a control signal flat; inconclusive means small, poorly fitted or top-dose-only effect, or effect the other way, or a change in a side signal; inactive means no such curve, though single readings can be large or run the other way; the % refers to the polarisation;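 further: polarization taken with two DNA probes labelled with fluorescein and Texas red; potency means the concentration at half of the fitted maximal effect; % of control where 0% means no effect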
#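 His-tagged ERG Ets domain (1 uM in the protein solution; 300mM KCl, 50mM Tris-HCl, 1mM EDTA, 1mM DTT, pH 7.5) received compound, then a probe mix of 5 nM fluorescein-DNA and 100nM Texas-615-DNA. Fluorescence polarization was read for both dyes.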
# Pol eta inh – inhibitors of human DNA polymerase eta; recombinant Pol eta, fluorescent DNA replication assay; Potency, µM (highest dose often 114 µM), for inactives: at the highest dose activity change, negative = inhibition, most hits filed as inhibitors; actives 1.2% (n = 390,000); AID 588591; Q9Y253; further: potency means the concentration at half of the fitted maximal effect; on the % scale 0 is the no-effect control and ±100 the full control effect
#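 Pol eta (10 nM) was preincubated with compounds for 15 min at room temperature, after which fluorescent replication substrate (50 nM final) was added to start the reaction. Fluorescence was read kinetically at 0 and 10 min.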
# RGS4 inh – blocks human RGS4-accelerated GTP hydrolysis. P49798. Transcreener GDP fluorescence polarization, RGS4-accelerated GTP hydrolysis. Potency, µM (titrated, usually from 114 µM), inactives show top-dose activity change, negative = inhibition, actives largely listed as inhibitors. actives 0.039% (n = 390,000). AID 504845; further: potency means the concentration at half of the fitted maximal effect; on the % scale 0 is the no-effect control and ±100 the full control effect; nearly all actives have a fitted effect of over 75% in size; some results filed as inactive show a strong effect at the top dose
#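 MLSMR compounds (23 nl, pin-transferred) preincubated 10 min at room temperature with a 500nM (2x) first reagent, then RGS4 at 900nM (2x) plus Transcreener GDP mix added; fluorescence polarization (620/688 nm) read before and after 90 min at 30 °C.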
# Starred values were filed as active, the others as inactive; ? = inconclusive; . = no result given; & = joins results of further samples; [ ] = remark or other dose. Unless noted, the call rests on the fitted dose curve; in most records, active means well fitted curve in the direction sought with a large enough effect; inconclusive means small, poorly fitted or top-dose-only effect, or another doubt; inactive means no such curve, though single readings can be large; an effect the other way counts as inactive or inconclusive. Not all compounds are listed. The share of hits here may be higher or lower than overall.
mol | APEX1 inh | LDHA block | POLB inh | Apoferritin bind | 12-LOX inh | POLK inh | ERG Ets-DNA blk | Pol eta inh | RGS4 inh
COc1ccc(OC)c(NC(=O)CSc2nc(=O)n(CCN(C)C)c3c2CCC3)c1 | . | -6 | 4% | 0% | -12% | 4%[60.1 µM] | 1% | 7% | 3%
OC(CNCCCCNCC(O)C(F)(F)F)C(F)(F)F (centres undefined) | 1% | -6 | 44% | -5% | 100%[activator] | -6% | 2% | -14% | 1%
Cc1ccc2nc(Nc3ccc(C)c(C)c3)c3nncn3c2c1 | -15% | -17 | 36% | -7% | 0% | -9%[60.1 µM] | 2% | -10% | 18%
COC(=O)c1nc(NC(=S)NC(=O)c2cccs2)sc1C | -6% | -4 | 2% | -7% | 4% | -2% | -3% | 4% | -28%
O=C(Nc1cccs1)NC1CCCC1 | 23% | -10 | -22% | -10% | ? | -3% | 0% | -18% | -42%
O=C(NC1CCCCCC1)C1CCCN(c2ncccn2)C1 (centres undefined) | 59%[activator] | -2 | 0% | 1% | -5% | -5% | 6% | -9% | -4%
COc1ccc(/C=C/C(=O)Nc2ccccc2F)cc1S(=O)(=O)N1CCOCC1 | 16% | -4 | . | . | 10% | -7% | 0% | -2% | 18%
CCC(=O)N=c1ccn(C2=Nc3ccccc3NC2=C(C#N)C#N)cc1 | 2% | -3 | 4% | -10% | -17% | -10% | 11% | -5% | -5%
Cc1noc(C)c1COc1ccccc1C(=O)N1CCN(S(=O)(=O)c2cccc([N+](=O)[O-])c2)CC1 | 14% | 1 | . | . | 337%[activator] | -1% | 13% | -22% | -10%
CC(C)c1ccc(N2C=Nc3ccc(C(C)C)cc3C2)cc1 | -4% | -1 | -7% | -17% | ? | -6% | 15% | -22% | -10%
COc1ccc(-c2noc(CCC(=O)NC3CCCCC3)n2)cc1 | 12% | -3 | 15% | -4% | -1% | 3% | 2% | 6% | -11%
Cc1cn2c(=O)cc(COc3ccccc3NC(=O)c3ccco3)nc2s1 | . | 1 | 33%[activator] | 5% | -29% | -7% | -1% | -1% | 3%
O=C(CCC(=O)OCc1ccc([N+](=O)[O-])cc1)Nc1ccc(F)cc1 | -4% | 1 | -5% | -13% | -7% | 4% | 2% | -12% | -13%
Cc1cc(C)n(-c2nnc(Nc3ccc(C)c(Cl)c3)c3ccccc23)n1 | . | 3 | -3% | 42%[activator] | -9% | -7% | -1% | -26% | -6%
COc1ccc(N2CCN(C(=O)C3CCCN(S(=O)(=O)c4ccc(F)cc4)C3)CC2)cc1 (centres undefined) | -13% | 1 | -9% | -14% | -1% | 3% | -8% | -11% | -18%
Cc1cc(C)cc(N(C(=O)c2csnn2)C(C(=O)NC2CCCC2)c2ccccn2)c1 (centres undefined) | -11% | 0 | 48% | -1% | -8% | -11% | 3% | 1% | 7%
CC(C=NNc1ccc([N+](=O)[O-])cn1)=Cc1ccccc1 | . | -7 | . | . | ? | -6% | -4% | -10% | 10%
O=[N+]([O-])c1ccccc1Oc1ccc(S(=O)(=O)N2CCOCC2)cc1 | -12% | 2 | . | . | 5% | 16% | 11% | -8% | -1%
O=C(c1ccc(Cl)cc1)n1nc(-c2ccco2)nc1NCc1cccs1 | . | -1 | -1% | -3% | 4% | 10% | 9% | -10% | -14%
CS(=O)(=O)NCC(c1ccco1)N1CCN(c2ccc(F)cc2)CC1 (centres undefined) | 1% | -2&-9 | 2% | -5%&-10% | -12%&-10% | 0%[60.1 µM] | 3%&-5% | 0%&-13% | -34%&15%
COc1cc(SC)ccc1C(=O)Nc1ccc2c(c1)OCO2 | 1% | 0 | ? | -8% | -1% | -9% | 11% | -8% | 5%
COC(=O)c1ccccc1NC(=O)Cn1c(-c2nonc2N)nc2ccccc21 | -2% | -15 | 2% | -11% | 21% | -8% | -8% | -9% | 27%
FC(F)(F)c1cccc(NC(=S)NCC2COc3ccccc3O2)c1 (centres undefined) | 7% | -12 | ? | -16% | ? | -9% | 3% | -15% | 1%
CC(=O)N1CCc2cc(Br)cc(S(=O)(=O)N3CCN(c4cc(C)ccc4C)CC3)c21 | . | -8 | 28% | -2% | -14% | -10% | -5% | -11% | -4%
O=C(Cn1cnc2ccccc21)c1ccc(Br)cc1 | 3% | -6 | -16% | -17% | -1% | -9% | 5% | -17% | -6%
Cc1sc(NC(=O)c2cccc([N+](=O)[O-])c2)c(C(N)=O)c1-c1ccc(C(C)(C)C)cc1 | 12% | 0 | 8% | -12% | 0%[57.4 µM] | 2% | -5% | -14% | -35%
CCOc1cc(C(=S)N2CCCCC2)ccc1OS(=O)(=O)c1ccc(Cl)cc1 | -7% | -3 | -1% | ? | -21% | 0% | -6% | -7% | 1%
CCn1ncc(C(=O)Nc2ccc(F)cc2)c1C | . | -10 | . | . | 0% | -3% | 5% | -10% | 6%
COc1ccc(C2CC(c3cccs3)=NN2C(=O)CSc2nc3c(cnn3-c3ccccc3)c(=O)[nH]2)cc1 (centres undefined) | 3% | -4 | 4% | -10% | -8% | -2% | 8% | -3% | -13%
CC1(C)CC(=O)C/C(=N\NC(=O)C2C3CCCCC32)C1 (centres undefined) | 2% | -8 | -25% | -5% | 5% | -4% | -3% | -18% | 7%
Cc1cccc2c1NC(C)CC2C (centres undefined) | -1% | -1&13 | 7% | -13% | ? | -1% | 4% | -3% | -52%
CCOC(=O)CNc1ccc2c(c1)OCO2 | 0% | 20 | -1% | -2% | ? | -12% | 2% | 8% | -9%
COc1cccc(N2CCN(C(=O)c3cccc(NC4=NC5CS(=O)(=O)CC5S4)c3)CC2)c1 (centres undefined) | 37% | -2 | -24% | -19% | 416%[activator] | -6% | 1% | -28% | -16%
CC(C)(C)OC(=O)N1CCC(CC2CC(c3ccccc3)=NO2)(C(=O)NCc2ccccc2)CC1 (centres undefined) | -6% | -8 | . | . | -2% | 0% | 3% | ? | -11%
COc1cc(C(=S)N2CCOCC2)ccc1OC(=O)c1ccccc1 | 24% | -2 | 21% | -16% | 0% | -3% | 8% | 1% | -41%
CCOC(=O)c1cc(C#N)c(=S)[nH]c1C | -9% | -6 | 2% | -4% | ? | -34% | 0% | 3% | ?
CC(C)[C@H](NC(=O)OCc1ccccc1)C(=O)OCC(=O)NCc1ccco1 | . | -6 | . | . | -17% | -25% | -4% | 50µM* | 0%
CSc1ccccc1-c1nnc(NC(=O)c2ccc3c(c2)OCCO3)o1 | . | -3 | 15% | 56%[activator] | -17% | -11%[60.1 µM] | -3% | -4% | 3%
COc1ccccc1C=NNC(=O)c1ccccc1OCCOc1ccccc1 | 40% | 4 | . | . | 172%[activator] | -4% | -9% | -21% | -35%
CCN1C(=O)S/C(=C/c2ccsc2)C1=O | 18% | 0 | 36% | -9% | -7% | -19% | -5% | 5% | 43%
CCCn1c(SCC(=O)c2ccc(OC)c(OC)c2)nc2c1c(=O)n(C)c(=O)n2C | 2% | 1 | 35% | 32%[activator] | 1% | 6% | 3% | -14% | -39%
Cc1onc(-c2ccccc2)c1C(=O)OCC(=O)N(C)c1ccccc1 | 2% | 4 | . | . | 10% | -11% | 15% | -25% | -22%
Cc1csc(NC(=O)Cc2ccccc2Cl)n1 | 40%[activator] | -7 | -3% | -18% | 0% | -9% | 0% | -4% | 4%
COCc1nnc(NC(=O)c2ccc(Cl)cc2[N+](=O)[O-])s1 | 16% | -2 | 48% | -6% | -23% | -14% | -3% | -7% | 9%
Cc1ccc(-c2nc(C3CCN(S(=O)(=O)c4ccc(C(F)(F)F)cc4)CC3)no2)cc1 | -5% | -8 | 2% | 11% | 7% | 2% | -9% | -5% | -7%
N#CCCn1cc(/C=N/NC(N)=S)c(-c2ccc(Br)cc2)n1 | -13% | -7 | 8% | -1% | ? | 5% | -1% | -7% | -50%
CCOC(=O)c1c(NC(=O)COc2cccc(C)c2C)sc2c1CCC(CC)C2 (centres undefined) | . | -3 | -20% | 10% | -10% | 2% | -1% | -23% | -17%
COc1ccccc1OCCn1cc(/C=C(\C#N)C(=O)NCc2cccs2)c2ccccc21 | -2% | -9 | -11% | 1% | 14% | -10% | -1% | -15% | 12%
C/C(CC(=O)Nc1ccccn1)=N\NC(=O)c1ccc([N+](=O)[O-])cc1Cl | 24%[12.4 µM] | 3 | -6% | 8% | -3% | -7% | -1% | -19% | -3%
CCN(C[C@H]1N[C@@](Cc2ccccc2)(C(=O)OC)[C@H]2C(=O)N(Cc3ccccc3)C(=O)[C@@H]12)C(=O)Nc1ccc(F)cc1 | 21% | -2 | . | . | -11% | 3% | -8% | -23% | -29%
COc1ccc(C2=CC(=O)C[C@H](c3ccc(OC)c(OC)c3)C2)cc1 | 10% | -6 | . | . | -11% | 0% | -10% | -20% | -2%
CCCN1C(=O)c2cc(C(=O)Nc3ccccc3CC)ccc2C1O (centres undefined) | -3% | 2 | -2% | -7% | 3% | 19% | -10% | -11% | -16%
COC(=O)c1ccccc1NC(=O)Cn1cnc2c(cnn2-c2ccccc2)c1=O | 3% | -4 | 5% | -5% | -19% | 0% | -1% | -10% | 7%
S=C(NCc1ccncc1)Nc1ccc(Br)cc1 | 10% | 4 | -3% | 0% | ? | -3% | -5% | -17% | -21%

# Source: PubChem BioAssay (National Center for Advancing Translational Sciences (NCATS))
